Screening results deposited in PubChem BioAssay by several laboratories.
C-LANA FP – inhibitors of KSHV C-LANA binding to DNA, primary screen, biochemical, fluorescence polarization, FAM-LBS DNA, MBP-C-LANA, single point | Kaposi's sarcoma herpesvirus LANA C-terminal domain (residues 932-1162) DNA binding | inhibition, % at 9 µM | hit rate 0.078% among 340,000;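 active = highest replicate inhibition at or above 60% at 9 µM, even if other replicates fall short; inactive = all replicates below 60% inhibition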;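 also: 0% = neutral control wells and 100% = 4 µM acridine orange control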
DSG3 Ab inh – inhibitors of pemphigus antibody binding to DSG3, primary screen, biochemical, bead-based, flow cytometry, scFv-GFP. binding (percent of control), % at 10 µM. hit rate 0.48% among 310,000. AID 588358, 2011. DSG3-coupled beads, scFv-anti-DSG3-GFP binding; active compounds read low. Desmoglein-3 (Homo sapiens), P32926;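 active = binding more than 3 SD below its plate's average and above zero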;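 also: hits lower antibody fragment binding to DSG3; some compounds called inactive have numbers as strong as hits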
OPRM1-OPRD1 inv – inverse agonists of MOR-DOR heterodimerization, primary screen, cell-based, luminescence; inhibition, % at 9.3 µM; hit rate 0.21% among 340,000; Mu-type opioid receptor (Homo sapiens) + Delta-type opioid receptor (Homo sapiens), …; cell-based MOR-DOR heterodimer luminescence, inverse agonism; in the data active = inhibition above about 22%, passing the limit was not always enough;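 also: 0% = cells with DMSO and 100% = wells without cells with DMSO; values of inactives mirror those of a sister screen read the other way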
Keap1-Nrf2 PPI – Keap1-Nrf2 protein-protein interaction inhibitors, primary screen, biochemical, fluorescence polarization, single point; AID 504523, 2011; Keap1 Kelch-Nrf2 peptide fluorescence polarization, 1536-well; hit rate 0.15% among 340,000; inhibition, % at 9.4 µM; in the data active = inhibition above about 12%;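 also: human Keap1 Kelch domain with fluorescein labeled Nrf2 9mer peptide probe; 0% = neutral control wells and 100% = peptide positive control; higher means more block of Keap1 binding to Nrf2 peptide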
Target sequence (Q14145 whole entry, looked up, the tested form may be a part): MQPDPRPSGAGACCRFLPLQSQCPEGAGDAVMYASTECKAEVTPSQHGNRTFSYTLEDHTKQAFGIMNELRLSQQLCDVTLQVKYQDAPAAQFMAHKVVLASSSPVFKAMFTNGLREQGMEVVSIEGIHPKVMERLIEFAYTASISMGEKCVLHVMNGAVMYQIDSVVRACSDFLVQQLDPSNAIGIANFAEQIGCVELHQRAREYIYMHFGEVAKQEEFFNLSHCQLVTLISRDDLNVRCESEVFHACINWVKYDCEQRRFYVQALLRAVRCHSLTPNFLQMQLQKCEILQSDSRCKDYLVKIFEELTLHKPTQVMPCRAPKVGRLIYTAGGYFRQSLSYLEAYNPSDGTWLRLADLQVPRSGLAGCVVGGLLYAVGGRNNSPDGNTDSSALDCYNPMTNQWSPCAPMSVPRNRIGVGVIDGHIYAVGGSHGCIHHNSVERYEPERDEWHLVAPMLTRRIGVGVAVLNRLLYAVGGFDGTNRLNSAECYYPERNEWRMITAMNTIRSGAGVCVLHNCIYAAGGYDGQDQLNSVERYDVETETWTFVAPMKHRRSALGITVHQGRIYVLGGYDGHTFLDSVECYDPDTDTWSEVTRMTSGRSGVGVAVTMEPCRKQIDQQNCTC
Wnt bcat act – Wnt/beta-catenin pathway activators, primary screen, cell-based, plate reader, single point | Wnt/beta-catenin reporter cell assay, activator | activation, % at 9.35 µM | hit rate 1.2% among 300,000; in the data active = activation above about 30%, passing the limit was not always enough;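 also: 0% = neutral control wells and 100% = positive control wells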
MOR-DOR ag – agonists of OPRM1-OPRD1 heterodimerization, primary screen, cell-based, luminescence | AID 504326, 2011 | activation, % at 9.3 µM | hit rate 0.3% among 340,000 | cells; in the data active = activation above about 18%;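 also: 0% = vehicle-treated cells and 100% = reference agonist; values of inactives mirror those of a sister screen read the other way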
V-ATPase pH – regulators of yeast V-ATPase proton pumping, primary screen, pHLuorin cytosolic pH fluorescence. response, % at 10 µM. S. cerevisiae. AID 504577, 2011. hit rate 0.37% among 350,000; in the data active = response mostly above about 7.3%, no sharp cut-off; inactive = mostly below about 5.4%; also: actives read high; inactives centre near 0; some compounds called inactive have numbers as strong as hits; reference of the scale not given here
Arrestin-AP2 inh – inhibitors of beta-arrestin/AP2 binding, primary screen, biochemical, GPCR trafficking, flow cytometry; inhibition, % at 10 µM; FITC-arrestin peptide / GST-AP2 beads; AP2 beta2 appendage carries R879A mutation; hit rate 0.31% among 340,000; beta-arrestin 1 C-terminal peptide binding to AP2 beta2-adaptin appendage (human);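 active = inhibition above a set limit, near 3 SD of compounds lacking own fluorescence, cut at about 54% in these data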;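 also: plate controls were DMSO wells for no effect and 5 µM unlabelled arrestin peptide for full effect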
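System: GST-AP2 R879A glutathione beads | Also added: FITC-arrestin peptide, 50 nM | Times: 12 min plus 1 h, RT | Signal: Bead flow cytometry, FITC channel | Buffer or medium: PBS with 0.05% Tween 20 and 0.1% BSA | Read-out basis: Percent drop in bead-associated FITC signal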
cardiac RTF act – cardiac RTF calcium sensitivity activators, primary screen, biochemical, IANBD-TnC fluorescence, EC20 calcium. activation, % at 7.2 µM. AID 493008, 2010. Troponin I, cardiac muscle (Homo sapiens) + Troponin T, cardiac muscle (Homo sapiens) + …. hit rate 0.24% among 340,000. IANBD-labeled TnC RTF fluorescence at EC20 calcium; 0% EC20 calcium, 100% full calcium;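 active = activation above the mean over all tested compounds plus 3 SD, cut at about 30% in these data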;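 also: rise in fluorescence read as greater calcium sensitivity of cardiac thin filaments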
Cardiac RTF inh – cardiac RTF calcium sensitivity inhibitors, primary screen, biochemical, IANBD-TnC fluorescence, EC70 calcium. AID 493244, 2011. IANBD-labeled cardiac RTF, Ca2+ fluorescence. hit rate 0.12% among 340,000. Troponin I, cardiac muscle (Homo sapiens) + Troponin T, cardiac muscle (Homo sapiens) + …. inhibition, % at 7.15 µM;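 active = inhibition above the mean inhibition of all tested compounds plus 3 SD, cut at about 17% in these data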;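 also: assay run at fixed EC70 calcium of 1.6 mM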
Active calls of the source: *; nt = not tested or not shown.

The line under a structure holds: C-LANA FP	DSG3 Ab inh	OPRM1-OPRD1 inv	Keap1-Nrf2 PPI	Wnt bcat act	MOR-DOR ag	V-ATPase pH	Arrestin-AP2 inh	cardiac RTF act	Cardiac RTF inh
N#C[C@@H]1N(Cc2ccccc2)C(=O)[C@H]2CC3C=CC21O3 (stereo partly drawn)
 : 0.2	100	-8	-9	8	1.5	2	2	15	-9
COCCNC(=O)COc1ncnc2ccc(Br)cc12
 : -0.4	105	-8	-2	nt	1.7	5	3	2	-3
Cc1ccc(-c2nnc(/C=C/c3ccccc3)o2)cc1
 : -0.9	98	-16	-3	19	3.1	2	15	-1	-16
O=C(CSc1nc2cc(Cl)ccc2o1)c1cccs1
 : 0.7	100	-2	0	nt	0.4	2	12	-3	-1
CCOC(=O)c1c(N)sc(C(N)=O)c1C
 : -4.6	99	7	-1	-2	-1.2	1	4	1	-9
CCc1nc(SCC(=O)Nc2ccc(Br)cn2)n[nH]1
 : 0.1	nt	9	1	1	-1.6	1	14	0	-7
COc1ccc(C2CC(c3ccccc3)=NN2C(=O)COC(=O)c2cnc(Cl)c(Cl)c2)cc1 (stereo not drawn)
 : 1.2	103	4	-1	nt	-0.8	4	16	7	3
COc1ccc(NC(=O)CSc2nnc(-c3cc(C)[nH]n3)n2N)cc1
 : -1.8	101	10	0	-1	-2.0	-1	1	-8	-9
COc1cccc(N(C(=O)c2snc(C(N)=O)c2N)C(C(=O)NCC2CCCO2)c2ccc(C)o2)c1 (stereo not drawn)
 : 1.1	nt	7	0	0	-1.1	0	0	-3	-3
Nc1c(Cl)cc(Cl)cc1C(=O)OCC(=O)N1CCOCC1
 : -1.5	97	1	-7	-1	-0.3	2	19	3	3
COc1cc(NC(=O)C2CCCN2C(=O)OCc2ccccc2)cc(OC)c1 (stereo not drawn)
 : 0.0	101	16	-2	nt	-2.8	0	12	-3	2
O=C(Nc1nnc(S(=O)(=O)N2CCCCCC2)s1)c1ccccc1Br
 : -0.7	101	2	2	-1	-0.3	-1	2	-12	-1
O=C(CC(c1ccccc1)c1ccccc1)Nc1nn[nH]n1
 : -0.2	120	5	-5	-1	-1.0	0	12	5	-7
CC(C)C[C@H](NC(=O)N1CCn2c1nc1ccccc12)C(=O)NC1CCCCC1
 : 0.2	99	nt	-4	-2	nt	6	-18	-4	0
COC(=O)c1ccc(Oc2nc(SC)nc(N(C)C)n2)cc1
 : nt	109	nt	nt	1	nt	3	-3	nt	nt
CCc1nc(Nc2ccc(O)cc2)c2oc3ccccc3c2n1
 : -0.7	93	10	2	0	-1.8	-1	-12	27	-2
COc1cc(/C=N/NC(=O)CNC(=O)/C=C/c2ccco2)cc(OC)c1OC
 : 1.5	104	8	-6	-5	-1.5	-6	9	-1	4
O=C(N/N=C/c1ccccc1C(F)(F)F)c1ccc2nc[nH]c2c1
 : 1.6	nt	1	3	6	-0.2	-5	5	-2	-5
C#CC[N+](C)(C)CC#Cc1ccc(Cl)cc1
 : 0.0	84	16	-5	0	-3.1	1	-5	1	-13
COc1cc(SC)ccc1C(=O)NCCCOC(C)C
 : -0.3	105	5	-2	4	-0.9	6	4	0	0
C/C(=N\NC(=O)C1COc2ccccc2O1)c1ccc(N2CCOCC2)cc1 (stereo not drawn)
 : 1.2	102	20	-1	-1	-3.9	-3	7	-2	-7
Cc1nc(Cl)sc1C(=O)Nc1ccc(C(C)(C)C)cc1
 : 0.0	111	-31	-1	24	6.1	-3	6	-4	4
O=C(O)C1CCN(Cc2ccccn2)CC1
 : 1.7	99	8	1	-1	-1.3	5	0	-2	9
CC(=O)N1CCCc2cc(S(=O)(=O)NCCC3=CCCCC3)ccc21
 : 0.0	98	8	-1	-3	-1.4	-2	1	5	-8
N#Cc1cc2c(nc1SCc1ccccc1)CCCC2=O
 : 1.9	99	0	-1	49*	0.1	1	39	1	20*
COc1ccc(NC(=O)CSc2nc3ccccc3cc2Cc2ccccc2)cc1
 : -0.4	103	-1	3	1	0.1	1	5	-3	-1
Cc1nn(-c2ccccc2)c(Cl)c1C(=O)NCCN(C)C
 : -0.3	105	-4	0	-2	0.8	-2	36	-1	-9
O=C(Oc1cccc([N+](=O)[O-])c1)C1CCN(C(=O)c2ccc(F)cc2)CC1
 : -0.3	112	18	-10	1	-3.4	1	-6	-1	-3
CC(Sc1ccccc1)C(=O)NN=C1CCCC1 (stereo not drawn)
 : -1.0	104	7	0	0	-1.4	2	18	-1	1
COc1ccc2nc(NC(=O)C3CCN(S(=O)(=O)c4cccc5nsnc45)CC3)sc2c1
 : -0.8	102	-10	7	-13	1.8	7	12	1	-3
OC1CCC(Nc2ncnc3sccc23)CC1 (stereo not drawn)
 : 1.6	99	5	-1	1	-0.8	5	3	-5	-6
Cc1onc(C(=O)N2CCN(c3ccccc3F)CC2)c1-c1ccccc1Cl
 : 2.3	103	11	1	nt	-2.1	0	15	-1	3
CCN(c1ccccc1)S(=O)(=O)c1ccc(Cl)c(NC(=O)c2ccc(=O)[nH]n2)c1
 : 0.9	21*	-15	-1	2	3.7	0	6	-2	-7
COc1cc(NC(=O)COC(=O)CO/N=C(\C)c2ccc3c(c2)OCO3)cc(OC)c1
 : -1.3	nt	-4	-2	3	1.0	0	29	-8	1
COc1cc(C(=O)OCC(=O)Nc2cc(S(=O)(=O)N3CCOCC3)ccc2C)ccc1OCC(C)C
 : -0.6	92	-10	3	-2	1.5	0	2	-9	3
CCCC(c1nnnn1Cc1ccccc1)N1CCN(c2ccccc2OC)CC1 (stereo not drawn)
 : -0.2	104	2	-5	nt	-0.3	9	0	-2	5
CC(c1ccccc1)N1CCn2c(nc3cc(NS(C)(=O)=O)ccc32)C1 (stereo not drawn)
 : 0.5	104	nt	4	-1	nt	0	1	-7	-6
COc1cccc(CN(C)C(=O)Cc2c[nH]c3ccccc23)c1OC
 : 0.5	107	-9	-7	-2	1.2	-4	0	4	-28
CC(=O)C1=C(O)C(=O)N(c2ccc(O)cc2)C1c1ccc(Cl)cc1 (stereo not drawn)
 : -1.1	96	6	3	-1	-1.3	-6	0	1	-3
CCOc1ccc(-n2ccc(=O)c(C(=O)Nc3ccc(S(=O)(=O)N4CCOCC4)cc3)n2)cc1
 : 1.4	84	12	-5	1	-2.4	0	-12	-3	-1
CCN(CCO)C1CC(=O)N(c2ccccc2C)C1=O (stereo not drawn)
 : -0.1	nt	7	-3	nt	-1.3	6	-1	-2	-11
Cn1c(SCC(=O)Nc2ccccc2F)nnc1-c1cccs1
 : -1.7	123	-3	-1	3	0.3	3	2	-3	-12
COc1ccc(C(=O)Nc2c(O)ccc3ccccc23)cc1
 : 0.4	95	-21	-7	-4	4.1	-2	-3	-2	-2
Cc1ccc(Cl)cc1N1CCN(C(=O)c2ccc(NS(=O)(=O)c3c(C)noc3C)cc2)CC1
 : -1.7	95	-13	-4	nt	2.1	-1	-6	6	0
CC(=O)N1CCOc2ccc(S(=O)(=O)NCc3ccc(Cl)cc3)cc21
 : -2.2	110	7	-2	0	-1.3	0	6	-6	-3
COc1ccc(Cl)c2sc(NC(=O)C3=COCCO3)nc12
 : -0.3	95	8	2	3	-1.2	4	-7	-2	9
COCCCNC(=S)Nc1c(C)cc(C)cc1C
 : -0.4	103	11	-1	0	-2.3	-1	7	0	-2
Cc1ccc(N2CC(C(=O)N3CCOCC3)CC2=O)cc1C (stereo not drawn)
 : -1.5	128	2	-1	0	-0.3	-1	1	2	-7
CC(C)C[C@@H](CSc1ccccc1)N1CCN(CC(C)C)CCC1=O
 : 0.8	99	-62	3	43*	11	3	14	-8	-2
CCC(C(=O)OCC(=O)Nc1cc(OC)ccc1OC)c1ccccc1 (stereo not drawn)
 : 0.2	101	0	2	-1	0.1	5	18	9	0

The list continues.
The line under a structure holds: C-LANA FP	DSG3 Ab inh	OPRM1-OPRD1 inv	Keap1-Nrf2 PPI	Wnt bcat act	MOR-DOR ag	V-ATPase pH	Arrestin-AP2 inh	cardiac RTF act	Cardiac RTF inh
COC(=O)c1cn(C(=O)c2cccc(C)c2)c2ccccc12
 : -2.0	112	-14	2	0	2.9	2	-23	0	10
OC1CCN(C(=S)Nc2ccc(Oc3ccccc3)cc2)CC1
 : -0.3	97	-42	-3	-5	5.7	5	-2	3	-7
CCN1C(=O)C(=Cc2cccc(OC)c2Oc2ccc([N+](=O)[O-])cc2[N+](=O)[O-])SC1=S
 : -1.1	103	-12	-3	-11	2.6	2	-3	1	-3
O=c1c2ccccc2nc(-c2ccc(Cl)cc2Cl)n1O
 : -0.4	101	10	0	-16	-2.0	-1	20	3	2
Cn1c(SCC(=O)N2CCc3ccccc3C2)nnc1-c1cccs1
 : -0.1	nt	9	-5	20	-1.6	0	3	1	-6
O=C1C(Nc2ccc(O)cc2)=C/C(=N/S(=O)(=O)c2cccs2)c2ccccc21
 : -1.3	101	-123	-4	-26	24*	3	1	6	-1
O=C(O)c1ccc(N2C(=O)CC(SC(=NCc3ccc4c(c3)OCO4)Nc3ccc(F)cc3)C2=O)cc1 (stereo not drawn)
 : 0.5	94	-10	-6	0	1.7	-1	-3	2	6
Cc1c(NC(=O)C2CCCN2S(=O)(=O)c2cccc3nsnc23)cccc1C(=O)O (stereo not drawn)
 : 0.7	97	14	-3	-3	-2.7	-2	9	-2	2
O=C(N/N=C/c1ccncc1)c1ccc2c(c1)OCO2
 : 0.9	109	1	-5	0	-0.2	-1	-5	5	-2
COc1cc2cc(C(c3nnnn3Cc3ccc(F)cc3)N3CCCCCC3)c(=O)[nH]c2cc1OC (stereo not drawn)
 : 3.8	nt	18	-6	-3	-3.3	0	24	2	-3
Cc1ccc(S(=O)(=O)n2cnc3cc([N+](=O)[O-])ccc32)c(C)c1
 : -2.0	103	3	7	0	-0.5	0	0	-3	0
Cc1ccc(NC(=S)NNC(=O)CSc2nnc(-c3ccc(Cl)cc3)n2C2CCCCC2)cc1
 : -2.6	91	-21	-3	19	4.1	2	20	-2	13
COc1cc([N+](=O)[O-])ccc1NC(=O)COC(=O)CCS(=O)(=O)c1ccc(C)cc1
 : 1.2	97	3	1	2	-0.6	-3	27	-7	6
CCC(C)(C)n1nnnc1C(c1cc2cccc(C)c2[nH]c1=O)N1CCN(C(=O)c2ccco2)CC1 (stereo not drawn)
 : 0.5	103	-8	-3	nt	1.4	-3	0	-1	0
Cc1cc(C)cc(OCC(=O)OCC(=O)Nc2ccc(Cl)cn2)c1
 : 1.3	120	-1	-2	11	0.2	-5	14	3	6
